# Screens as filed in PubChem.
# L3MBTL1 inh: blocks human L3MBTL1; 0.66% of 230,000 active; AID 485360; Q9Y468; Potency, µM (doses to about 57.1 µM), for inactives: at the highest dose activity, negative = inhibition, usual class: inhibitors; AlphaScreen L3MBTL1–H3K9me1 peptide binding; active = well fitted inhibition curve with a large enough effect; inconclusive = small, poorly fitted or top-dose-only effect; inactive = no such curve, though single readings can be large or run the other way; also: nearly all actives have a fitted effect of over 60% in size
# Target sequence (Q9Y468 whole entry, looked up): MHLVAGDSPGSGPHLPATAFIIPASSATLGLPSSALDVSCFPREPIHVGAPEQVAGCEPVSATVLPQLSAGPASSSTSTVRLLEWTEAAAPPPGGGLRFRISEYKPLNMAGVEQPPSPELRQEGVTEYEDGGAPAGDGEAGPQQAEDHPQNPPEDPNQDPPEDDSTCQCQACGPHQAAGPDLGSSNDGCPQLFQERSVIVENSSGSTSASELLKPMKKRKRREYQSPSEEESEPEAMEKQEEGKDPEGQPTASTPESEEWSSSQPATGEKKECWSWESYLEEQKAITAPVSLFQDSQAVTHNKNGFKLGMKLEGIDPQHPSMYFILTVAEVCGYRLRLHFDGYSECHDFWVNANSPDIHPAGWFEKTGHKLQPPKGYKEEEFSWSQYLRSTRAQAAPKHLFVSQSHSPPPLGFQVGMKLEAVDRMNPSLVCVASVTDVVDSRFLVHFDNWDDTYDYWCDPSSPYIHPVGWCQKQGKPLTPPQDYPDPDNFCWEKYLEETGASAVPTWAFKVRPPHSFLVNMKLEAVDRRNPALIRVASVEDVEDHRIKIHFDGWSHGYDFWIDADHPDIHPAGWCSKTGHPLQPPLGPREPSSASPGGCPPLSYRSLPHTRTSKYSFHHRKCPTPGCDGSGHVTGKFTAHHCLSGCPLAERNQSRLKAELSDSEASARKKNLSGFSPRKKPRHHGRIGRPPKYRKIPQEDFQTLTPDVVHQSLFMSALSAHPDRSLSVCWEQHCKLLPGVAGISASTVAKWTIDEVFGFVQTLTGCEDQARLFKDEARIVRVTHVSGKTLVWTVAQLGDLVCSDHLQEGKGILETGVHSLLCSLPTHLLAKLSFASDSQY
#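 L3MBTL1 (50 nM) pre-complexed 30 min with biotinylated H3(1-15)K9me1 peptide (75 nM), then compounds added for 30 min at room temperature; AlphaScreen streptavidin donor/nickel chelate acceptor beads (10 ug/mL final) read after 30 min dark incubation.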
# * marks the source's active call; other numbers are inactive results; u = inconclusive; [ ] = another dose, or the depositor's remark. % is scaled to controls: 0 for no effect and ±100 for the full control effect; potency is read from the fitted curve at half-maximal effect. An excerpt; rates above refer to the full screens.
SMILES,L3MBTL1 inh
CN(C(=O)c1ccccc1C(=O)OCC(=O)Nc1cccc(Br)c1)c1ccccc1,0.9%
CC(=O)c1ccc(S(=O)(=O)N2CCn3cccc3C2C)cc1 (centres undefined),-7.7%
COc1ccc(NC(=O)CC2(CC(=O)N3CCOCC3)CCCC2)cc1Cl,1.9%
COc1ccc(S(N)(=O)=O)cc1C(=O)OCC(=O)Nc1ncc(Cl)c(C)c1Cl,-11.5%
COC(=O)[C@H](CO)NS(=O)(=O)c1ccc(C)cc1,13.1%
O=C1CCc2cc(S(=O)(=O)NCCc3ccc(Cl)cc3)cc3c2N1CC3,-10.4%
C=CCn1c(C)cc(C(=O)COC(=O)C2CC(=O)N(CCc3ccc(OC)c(OC)c3)C2)c1C (centres undefined),-13.8%
CCN(c1ccccc1)S(=O)(=O)c1ccc(C(=O)Nc2cccc(NC(C)=O)c2)cc1,-5.3%
CCOC(=O)c1cnc2c(CC)cccc2c1NCCN1CCOCC1,1.4%
COc1ccc(-c2nn(Cc3ccccc3)cc2C(=O)N2CCN(c3ccccn3)CC2)cc1OC,-1.0%
CC[C@]12c3[nH]c4cc(-c5ccco5)ccc4c3CCN1C(=O)[C@@H](CC(=O)NCCCOC)C[C@@H]2C(=O)N1CCN(C(=O)c2ccco2)CC1,-2.5%
N#CCc1ccccc1C(=O)OCC(=O)N(Cc1ccccc1)Cc1ccccc1,7.3%
COc1ccccc1CNC(=O)C(=O)NCCC1CCCCN1S(=O)(=O)c1ccc(C)cc1 (centres undefined),-0.9%
COc1ccc(Cc2nnc(NC(=O)C3CC(=O)N(c4ccccc4C)C3)s2)cc1OC (centres undefined),-3.2%
COc1ccc(NC(=O)Nc2cccc3c2O[C@H](CN(C)S(C)(=O)=O)[C@@H](C)CN([C@H](C)CO)C3=O)cc1,40.0%[activator]
COc1cccc(Cn2ncc3c4sc(B(O)O)cc4n(C)c3c2=O)c1,1.7%
COc1ccc(/C=C/C(=O)N(CCC(N)=O)c2ccccc2)cc1S(=O)(=O)N1CCOCC1,6.0%
CCN(Cc1cccs1)C(=O)CN1CCN(S(=O)(=O)c2ccc3c(c2)OCCCO3)CC1,6.2%
CCN(CC)S(=O)(=O)c1cc(NC(=O)CNc2cccc(S(=O)(=O)N3CCCC3)c2)ccc1C,-12.3%
COc1ccc(OC(=O)COc2cccc(C)c2)cc1,2.2%

# A stretch of the results above, for reference:
SMILES,L3MBTL1 inh
CCN(CC)S(=O)(=O)c1cc(NC(=O)CNc2cccc(S(=O)(=O)N3CCCC3)c2)ccc1C,-12.3%
COc1ccc(OC(=O)COc2cccc(C)c2)cc1,2.2%

# New compounds follow.
SMILES,L3MBTL1 inh
COC(=O)[C@@]12CCCCN1[C@H](c1ccc(-c3ccc(F)cc3)cc1)[C@@H]1C(=O)N(C)C(=O)[C@@H]12,17.6%
COc1cc(NC(=O)CSCc2ccc(Cl)cc2)c(C(=O)O)cc1OC,7.2%
COc1cc(OC)cc(C(=O)NCC(=O)OCC(=O)NCc2ccco2)c1,u
CN(C)S(=O)(=O)c1ccc(N2CCCC2)c(C(=O)NNC(=O)COc2cccc(F)c2)c1,3.7%
CCOc1ccc(OCCC(=O)OCC(=O)Nc2cc(C)nn2-c2ccccc2)cc1,1.4%
CCNC(=S)NC1CC2CCCC(C1)N2CCc1ccccc1 (centres undefined),-1.8%
CCOC(=O)c1c(C)[nH]c(C)c1C(=O)COC(=O)/C=C/c1ccccc1[N+](=O)[O-],-9.3%
COCCNC(=O)c1cc(S(=O)(=O)N2CCCCC2)ccc1N1CCOCC1,5.1%
COc1ccc(NC(=O)CN(C)CC(=O)N2CCCCCC2)cc1,1.0%
O=C(N[C@@H](Cc1ccccc1)C(=O)N1CCN(S(=O)(=O)c2ccccc2F)CC1)c1ccco1,4.6%
COc1ccc(-c2oc3ccc(N4CCOCC4)cc3c2/C=C/c2ccc(OC)c(OC)c2)cc1,-3.6%
CSCCC(NC(=O)c1ccco1)C(=O)N(C)CC(=O)Nc1c(Cl)cccc1Cl (centres undefined),-2.8%
CN(C)c1ccc(/C=N/NC(=O)c2ccc(-n3cnnn3)cc2)cc1,0.1%
Cc1cc(NC(=O)C(C)C)ncc1NC(=O)c1ccco1,0.3%
COc1cccc(CNC(=O)C(=O)NCCC2CCCCN2S(=O)(=O)c2cccs2)c1 (centres undefined),1.8%
COc1ccc(C(CNC(=O)c2cc(S(=O)(=O)NCc3ccco3)ccc2C)N(C)C)cc1 (centres undefined),-8.3%
COc1ccc(OC)c(NC(=O)CSc2nnc(C3CCCCC3)n2N)c1,1.1%
O=C(NC1CCN(S(=O)(=O)c2cccc(F)c2)CC1)c1ccc(F)cc1,3.1%
Cc1ccc(OCc2n[nH]c(=S)n2-c2ccc(Cl)cc2)cc1,-2.9%
Nc1ncnc2c1ncn2[C@@H]1O[C@H](CNC(=O)[C@@H]2CCCN2S(=O)(=O)c2ccc(F)cc2)[C@@H](O)[C@H]1O,-1.7%
O=C(Nc1ccc(C(F)(F)F)cc1)c1cccc(-n2cnnn2)c1,1.2%
CCNC(=S)NNC(=O)c1ccc(S(=O)(=O)NCc2ccco2)cc1,12.6%
O=C(COC(=O)Cc1ccc(Cl)cc1)NCc1ccc(F)cc1,4.0%
COc1ccc(NC(=O)CN(C)C(=O)C2=COCCO2)cc1,-7.0%
CCOc1ccc(C(=O)NCc2ccco2)cc1Cl,-19.3%
CCN(CC)C(=O)[C@H]1CC(CC(=O)NCc2ccco2)C(=O)N2CCc3c([nH]c4ccc(OC)cc34)[C@]12C (some centres undefined),-2.6%
CC(C)(C)c1ccc(C(=O)NC(=O)COC(=O)c2ccco2)cc1,4.6%
COc1ccc(OC)c(S(=O)(=O)NCC(c2ccc(F)cc2)N2CCN(C)CC2)c1 (centres undefined),-6.6%
O=C(N/N=C/c1ccccc1C(=O)O)c1ccncc1,1.5%
CC(C)(C)OC(=O)C[C@@H]1C/C=C\C[C@@H](CC(=O)N(CCO)Cc2ccccc2)C(=O)N[C@H](C(C)(C)C)COC1=O,-5.2%
CCCCn1c(N)c(N(CCOC)C(=O)c2ccc(N(C)S(=O)(=O)c3ccc(C)cc3)cc2)c(=O)[nH]c1=O,-5.2%
Cc1c(Cl)cccc1NC(=O)c1cc(S(=O)(=O)N2CCOCC2)cn1C,1.7%
CS(=O)(=O)c1ccc(Cl)c(NC(=O)c2cccc(N3C(=O)CCC3=O)c2)c1,-0.5%
COC(=O)c1ccc(C2C(C#N)=C(N)Oc3cc(N)ccc32)cc1 (centres undefined),-4.9%
COc1cccc(N2CCN(S(=O)(=O)c3cc4c(cc3C)N(C)CCO4)CC2)c1,u
CCOC(=O)N1CCN(C(=O)/C=C/c2ccc(C(C)(C)C)cc2)CC1,-8.9%
CCOC(=O)C1=CN(Cc2cccc(F)c2)S(=O)(=O)N(CC)C1c1ccc(F)c(Cl)c1 (centres undefined),8.8%
O=C(CN1C(=O)NC(c2ccccc2)(c2ccccc2)C1=O)N1CCN(c2ccccc2F)CC1,-1.9%
Cc1c(C)n2c(SCC(=O)N3CCCCCC3)nnc2[nH]c1=O,7.1%
O=C(COC(=O)c1cc(Cl)cc(Cl)c1)NCc1ccco1,-11.6%
CCC1(C)NC(=O)N(CC(=O)N2CCN(c3cccc(Cl)c3)CC2)C1=O (centres undefined),6.5%
CS(=O)(=O)c1ccc2nc(NC(=O)CCNC(=O)c3ccc(Cl)cc3)sc2c1,7.2%
O=C(COC(=O)c1ccc(Cl)c(S(=O)(=O)N2CCCC2)c1)NCc1ccccc1,-12.8%
CCN(CC)C(=O)c1[nH]cnc1C(=O)NCC(=O)OC(C)(C)C,52.8%[activator]
CC(C)CN(C(=O)CC(C)c1ccccc1)c1c(N)n(Cc2ccccc2)c(=O)[nH]c1=O (centres undefined),10.7%
CCOc1ccccc1C(=O)NCC(=O)OCC(=O)N1CCCC1,4.1%
CCc1nnc(N/N=C/c2c(F)cccc2Cl)n1N,-5.1%
O=C(COC(=O)c1ccc(Br)o1)NC1CCCc2ccccc21 (centres undefined),-2.1%
Cn1ccnc1SCC(=O)NC1(C#N)CCCCC1,3.4%
Cc1cccc(C(=O)OCC(=O)Nc2ccc3c(c2)OCCO3)c1O,6.2%
O=C(CCNC(=O)c1ccc(Br)cc1)NCC(c1ccco1)N1CCCCC1 (centres undefined),3.0%
CC(C)(C)c1ccc2c(c1)N(CC(=O)N1CCCC1)C(=O)CO2,7.1%
Cc1cccc[n+]1CC(=O)c1ccc(NC(=O)c2ccccc2)cc1,2.9%
O=C(COC(=O)COc1ccccc1[N+](=O)[O-])NC1CCCCC1,3.1%
Cc1csc(=O)n1CC(=O)OCC(=O)NCc1ccccc1,17.3%
Cc1c(CCC(=O)N2CCC[C@H]2C(=O)O)c(=O)oc2c(C)c3oc4c(c3cc12)CCCC4,-8.1%
Cc1c[n+](CC(=O)c2ccccc2)cs1,-3.0%[2.29 µM]
Cc1ccc(S(=O)(=O)NC2CC(C)(C)N(O)C(C)(C)C2)cc1,-0.3%
O=C(COC(=O)c1n[nH]c2ccccc12)Nc1ccccc1F,1.2%
O=C(Nc1nnc(C2CC2)s1)c1cncc(Br)c1,2.5%

# An excerpt from above in order of molar mass, ascending.
SMILES,L3MBTL1 inh
CCc1nnc(N/N=C/c2c(F)cccc2Cl)n1N,-5.1%
CCN(CC)C(=O)c1[nH]cnc1C(=O)NCC(=O)OC(C)(C)C,52.8%[activator]
O=C(Nc1nnc(C2CC2)s1)c1cncc(Br)c1,2.5%
CCC1(C)NC(=O)N(CC(=O)N2CCN(c3cccc(Cl)c3)CC2)C1=O (centres undefined),6.5%

# Taken from above:
# COC(=O)[C@@]12CCCCN1[C@H](c1ccc(-c3ccc(F)cc3)cc1)[C@@H]1C(=O)N(C)C(=O)[C@@H]12 | L3MBTL1 inh = 17.6%
# COc1ccc(C(CNC(=O)c2cc(S(=O)(=O)NCc3ccco3)ccc2C)N(C)C)cc1 (centres undefined) | L3MBTL1 inh = -8.3%
# CCCCn1c(N)c(N(CCOC)C(=O)c2ccc(N(C)S(=O)(=O)c3ccc(C)cc3)cc2)c(=O)[nH]c1=O | L3MBTL1 inh = -5.2%
# COc1ccc(NC(=O)Nc2cccc3c2O[C@H](CN(C)S(C)(=O)=O)[C@@H](C)CN([C@H](C)CO)C3=O)cc1 | L3MBTL1 inh = 40.0%[activator]

# Remaining list, next part.
SMILES,L3MBTL1 inh
Cc1ccc(CNC(=O)CN2C(=O)NC3(CCCC3)C2=O)cc1,-0.8%
C=CCC[C@H](Cc1ccc(F)cc1)C(=O)OC[C@H](C)NC(=O)[C@H](CC=C)CC(=O)N(CCO)Cc1ccccc1,2.2%
CCCCCOc1ccc(C(=O)CCC(=O)NC(C)c2ccc(S(N)(=O)=O)cc2)cc1 (centres undefined),-3.9%
CC(CCc1ccccc1)NC(=O)c1ccc(Br)cc1 (centres undefined),9.1%
Cc1cc(=O)[nH]c2ccc(S(=O)(=O)Nc3ccc(O)cc3)cc12,29.8%
COc1ccc2[nH]c3c(c2c1)CCN1C(=O)N([C@@H](C)C(=O)NCc2ccccc2)C(=O)[C@]31C,-10.2%
CC(C)c1ccc(NC(=O)C2CCCN2S(=O)(=O)c2ccccc2F)cc1 (centres undefined),53.4%[activator]
CCOC(=O)c1c(NC(=O)COC(=O)c2cnc(C)cn2)sc(C(=O)N(C)C)c1C,5.5%
CCCCNC(=O)c1cc2nc(-c3ccccc3)cc(C(F)(F)F)n2n1,-3.0%
Cc1ccc(C(=O)N2CCCCC2)cc1NC1=C(Cl)C(=O)N(Cc2ccccc2)C1=O,-10.8%
Cn1c(C(=O)N2CCC(C(N)=O)CC2)cc2cc(Cl)ccc21,-8.0%
CC1CCCC(C)N1C(=O)COC(=O)CNC(=O)c1ccccc1 (centres undefined),-5.0%
CCOC(=O)[C@H]1[C@H]2COc3ccc(OC)cc3[C@@H]2N2C(=O)CN(CC3CCCO3)C(=O)[C@@]12C (some centres undefined),-2.0%
COc1ccc(CC(=O)NCc2cccc(CNC(=O)Cc3ccc(OC)c(OC)c3)c2)cc1OC,-4.4%
Cn1nc(C(=O)NC2CCCC2)c2ccccc2c1=O,5.1%
CC(Nc1ncnc2ccccc12)c1ccccc1 (centres undefined),0.4%
CCOc1ccc(CCNC(=O)c2ccc(OCc3c(C)noc3C)cc2)cc1OCC,-0.7%
CC1(C)O[C@@H]2[C@H](O1)[C@@H](COS(=O)(=O)O)O[C@H]2n1c(=S)[nH]c2c(=O)[nH]c(N)nc21,-14.8%
COC(=O)[C@]1(CC(C)C)N[C@H](c2ccc(-c3ccc(Cl)c(Cl)c3)cc2)[C@@H]2C(=O)N(C)C(=O)[C@@H]21,-6.7%
Cc1cc(C)nc(SCC(=O)NC2CCCCC2C)n1 (centres undefined),4.5%
COc1ccc2oc(=N)c(C(=O)Nc3ccc(C)cc3)cc2c1,-4.5%
COCCCNC(=O)c1ccccc1N(Cc1ccccc1)S(=O)(=O)c1ccccc1,2.2%
CCN(CC)CCn1c2c(c(SCC(=O)Nc3ccc4c(c3)OCCO4)nc1=O)CCCC2,6.4%
COC(=O)[C@@]12CCCN1[C@H](c1ccc(-c3ccc(Cl)c(Cl)c3)cc1)[C@H]1C(=O)N(C)C(=O)[C@H]12,-8.7%
Cc1cccc(C)c1OCC1CNC(=O)O1 (centres undefined),1.7%
O=C(NC1CCCN(Cc2ccc(Cl)cc2)C1)c1ccccc1C(F)(F)F (centres undefined),-0.4%
CN(CC(=O)Nc1ccc(F)cc1[N+](=O)[O-])C1CCS(=O)(=O)C1 (centres undefined),5.0%
COc1ccc(C(=O)Nc2ccc(Cl)cn2)cc1S(=O)(=O)N1CCCC1,-2.2%
CC(C)[C@@H](C(=O)NCC1CCCO1)N1C(=O)N2CCc3c([nH]c4ccccc34)[C@@]2(C)C1=O (some centres undefined),-6.8%
O=C(c1ccco1)N1N=C(c2ccco2)CC1c1ccc(Cl)cc1Cl (centres undefined),3.7%
CCN[C@H]1CN(CCCOC)S(=O)(=O)c2sc(S(N)(=O)=O)cc21,5.6%
CC(Sc1nnc(-c2ccco2)n1N)C(=O)NCc1ccc2c(c1)OCO2 (centres undefined),-9.4%
